PGC1a acetyl inh: inhibitors of PGC1a acetylation signal, primary screen, cell-based, U2OS, AlphaScreen, inhibitor mode | hit rate 0.17% among 350,000 | AlphaScreen anti-acetyl-lysine; with virally co-expressed GCN5 acetyltransferase | inhibition, % at 15.6 µM | AID 651687, 2012;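 active = every replicate shows inhibition of at least 40%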;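 also: 0% = neutral control wells and 100% = positive control wells; some results beyond the cut were filed as inactive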
ERAP1 inh: human ERAP1 aminopeptidase inhibitors, primary screen, biochemical, single point, plate reader; Endoplasmic reticulum aminopeptidase 1 (Homo sapiens), Q9NZ08; hit rate 0.15% among 340,000; inhibition, % at 10.7 µM; recombinant ERAP1, Leu-AMC fluorescence, 60 min; AID 652197, 2013;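 active = mean replicate inhibition of at least 30%, or all replicates individually reaching that 30% level; inactive = mean below 30% and not every replicate reaching it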;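 also: 0% = neutral control wells and 100% = L-leucinethiol positive control wells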
Target sequence (Q9NZ08 whole entry, looked up): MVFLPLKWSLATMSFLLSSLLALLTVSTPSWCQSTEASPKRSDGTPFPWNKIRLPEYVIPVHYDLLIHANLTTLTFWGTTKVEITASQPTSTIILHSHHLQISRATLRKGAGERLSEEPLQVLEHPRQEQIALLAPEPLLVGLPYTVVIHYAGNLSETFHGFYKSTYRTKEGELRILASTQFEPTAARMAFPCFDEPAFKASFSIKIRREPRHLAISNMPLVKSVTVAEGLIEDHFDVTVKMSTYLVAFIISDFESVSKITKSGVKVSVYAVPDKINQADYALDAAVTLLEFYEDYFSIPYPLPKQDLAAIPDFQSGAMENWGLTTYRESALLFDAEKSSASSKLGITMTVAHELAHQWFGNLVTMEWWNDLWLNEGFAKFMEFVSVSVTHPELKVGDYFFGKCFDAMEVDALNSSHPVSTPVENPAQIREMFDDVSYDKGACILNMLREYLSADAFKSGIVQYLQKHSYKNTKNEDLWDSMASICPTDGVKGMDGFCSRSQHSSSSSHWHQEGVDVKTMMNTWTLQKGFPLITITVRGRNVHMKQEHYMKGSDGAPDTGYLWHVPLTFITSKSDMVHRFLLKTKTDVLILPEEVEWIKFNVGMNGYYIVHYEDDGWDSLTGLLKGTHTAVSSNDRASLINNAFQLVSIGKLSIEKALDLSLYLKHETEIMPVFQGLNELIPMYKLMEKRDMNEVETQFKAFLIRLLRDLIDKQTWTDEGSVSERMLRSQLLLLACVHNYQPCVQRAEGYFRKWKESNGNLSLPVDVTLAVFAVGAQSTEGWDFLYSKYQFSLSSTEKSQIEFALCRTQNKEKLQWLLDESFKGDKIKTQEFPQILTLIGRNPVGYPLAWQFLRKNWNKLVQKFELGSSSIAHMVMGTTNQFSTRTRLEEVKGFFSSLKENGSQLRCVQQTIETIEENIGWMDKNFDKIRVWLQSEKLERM
PAX8 inh HTS: inhibitors of PAX8-driven TPO luciferase reporter, primary screen, RMG-I cells, single concentration; SteadyGlo, 24 h; inhibition, % at 12.6 µM; hit rate 1.2% among 360,000;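 active = mean replicate inhibition at least 60% with every replicate also reaching 60%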;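 also: luciferase light reporting Pax8 driven TPO promoter activity; plate controls were median of neutral control wells for no effect and mitoxantrone controls for full effect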
FN deposit inh: inhibitors of fibronectin matrix deposition, primary screen, AH1F cells, Alexa488-fibronectin fluorescence, plate reader | AH1F fibroblasts, overnight | inhibition, % at 12.6 µM | hit rate 0.086% among 350,000;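 active = mean inhibition across replicates of 30% or more, regardless of how many single replicates reach that level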;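 also: positive control wells lacked labelled fibronectin entirely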
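Assay system: AH1F fibroblasts assembling fluorescent fibronectin matrix; Amount: 10000 AH1F cells per well; Buffer or medium: DMEM, 2% serum; Probe or stimulus: Alexa488-fibronectin, 24 nM final in well; Doses: single compound dose, delivered by pin transfer; Incubation: 1 h adhesion, overnight exposure; Measured by: fluorescence 485/525 nm; Read-out: fibronectin deposition inhibition.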
S100A4 MyoIIA: inhibitors of S100A4-myosin IIA peptide binding, primary screen, biochemical, fluorescence polarization, TAMRA-MyoIIA peptide; Protein S100-A4 (Homo sapiens), P26447; inhibition, % at 10.7 µM; hit rate 0.14% among 360,000; AID 652163, 2013;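 active = mean inhibition of at least 70% across replicates, with every replicate also reaching that level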
Target sequence (P26447 whole entry, looked up): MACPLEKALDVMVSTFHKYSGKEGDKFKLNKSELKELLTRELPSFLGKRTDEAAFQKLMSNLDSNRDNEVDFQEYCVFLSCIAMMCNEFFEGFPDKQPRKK
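Test system: S100A4 monomer protein. Medium: HEPES buffer with Ca2+, pH 7.2. Reagent: fluorescent myosin IIA peptide, 5 nM. Compound dosing: single-point compound testing. Timing: 5 min between mix addition and reading. Benchmarks: DMSO neutral and TFP positive wells.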
LGR2 inh: inhibitors of bursicon-induced LGR2 CRE-luciferase signal, primary screen, cell-based, HEK293, CRE-luciferase reporter, bursicon stimulation; Drosophila bursicon receptor LGR2 (rickets); bursicon-stimulated, 4 h; inhibition, % at 9.99 µM; hit rate 0.35% among 380,000;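 active = drop in luminescence signal, shown as inhibition above about 50% in the replicate tests, limit read from the data, passing the limit was not always enough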;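 also: agonist challenge used bursicon conditioned medium at about half maximal strength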
PglD inh: C. jejuni PglD acetyltransferase inhibitors, primary screen, biochemical, DTNB colorimetric, single point. AID 602405, 2012. inhibition, % at 12.5 µM. purified PglD enzyme, DTNB colorimetric CoA detection. hit rate 0.098% among 360,000; in the data active = inhibition above about 16%, passing the limit was not always enough; also: strong numbers were not always called active
EWS-Fli block: EWS/Fli-driven NR0B1 reporter inhibitors, primary screen, A673 cells, NR0B1 luciferase, luminescence, MLPCN library | viability-normalised | inhibition, % at 12.6 µM | hit rate 0.67% among 350,000;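 active = mean inhibition of at least 50% after viability correction, with every replicate also passing that limit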;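 also: firefly luciferase signal divided by Alamar Blue viability fluorescence both relative to DMSO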
* marks the source's active call; other numbers are inactive results.

What do the screens show for `O=C(NCC(=O)N1CCN(C/C=C/c2ccccc2)CC1)c1ccc(OC(F)F)cc1`?
PGC1a acetyl inh: -6; ERAP1 inh: -5; PAX8 inh HTS: 9; FN deposit inh: -4; S100A4 MyoIIA: 1; LGR2 inh: 7; PglD inh: -7; EWS-Fli block: -3

What do the screens show for `C[C@H](CO)N1C[C@H](C)[C@@H](CN(C)C(=O)CCC(F)(F)F)OCCCC[C@H](C)Oc2ccc(NS(=O)(=O)c3ccc(F)cc3)cc2C1=O`?
PGC1a acetyl inh: -4; ERAP1 inh: 3; PAX8 inh HTS: 16; FN deposit inh: -12; S100A4 MyoIIA: -3; LGR2 inh: -24; PglD inh: 0; EWS-Fli block: -4

What do the screens show for `COc1cc(/C=N/NC(=O)c2cc(-c3cccc(OC(C)C)c3)nc3ccccc23)ccc1O`?
PGC1a acetyl inh: 7; ERAP1 inh: 0; PAX8 inh HTS: -7; FN deposit inh: 4; S100A4 MyoIIA: -1; LGR2 inh: -8; PglD inh: 13; EWS-Fli block: -25

Results for Cc1ccc(CSc2nnc(NC(=O)Cn3cnc4ccccc4c3=O)s2)cc1 ?
ERAP1 inh: -2; PAX8 inh HTS: -3; S100A4 MyoIIA: 3; LGR2 inh: 14; EWS-Fli block: 2

What do the screens show for `C[C@H]1CN([C@@H](C)CO)C(=O)c2cc(NC(=O)Nc3ccc(C(F)(F)F)cc3)ccc2O[C@@H]1CN(C)S(=O)(=O)c1cccs1`?
PGC1a acetyl inh: 0; FN deposit inh: 0; LGR2 inh: 11; EWS-Fli block: 3

Results for CCOc1ccc2nc(Cl)c(C3CC(c4ccccc4)=NN3C(=O)c3cccs3)cc2c1 (stereo not given) ?
ERAP1 inh: 1; PAX8 inh HTS: -8; FN deposit inh: 4; S100A4 MyoIIA: -6; LGR2 inh: 3; EWS-Fli block: -11

What do the screens show for `CC(=O)N/C(=C\c1ccccc1)C(=O)Nc1ccc(O)cc1`?
ERAP1 inh: 7; PAX8 inh HTS: -22; FN deposit inh: 4; S100A4 MyoIIA: -4; LGR2 inh: -32; EWS-Fli block: -43

Results for O=C(NCCC1CCCCN1S(=O)(=O)c1cccs1)C(=O)Nc1ccc(F)cc1F (stereo not given) ?
PGC1a acetyl inh: -93; ERAP1 inh: -2; PAX8 inh HTS: 19; FN deposit inh: 4; S100A4 MyoIIA: -4; LGR2 inh: -1; PglD inh: 3; EWS-Fli block: 30

What do the screens show for `O=C(c1cccnc1)N1CCN(Cc2ccc3c(c2)OCO3)CC1`?
PGC1a acetyl inh: 2; PAX8 inh HTS: 5; FN deposit inh: 1; PglD inh: -22

What do the screens show for `COc1ccc(C(=O)NNC(=O)C(NC(=O)c2ccccc2NC(=O)c2ccco2)C(C)C)cc1` (stereo not given)?
ERAP1 inh: 5; PAX8 inh HTS: 13; FN deposit inh: 14; S100A4 MyoIIA: -10; LGR2 inh: 43; EWS-Fli block: -10

Results for O=C(N[C@@H]1CC[C@H](CCNC(=O)C2CCC2)O[C@@H]1CO)c1ccccn1 ?
PGC1a acetyl inh: -4; ERAP1 inh: -3; PAX8 inh HTS: -2; S100A4 MyoIIA: 11; LGR2 inh: 2; PglD inh: 58; EWS-Fli block: 7

What do the screens show for `CCC1(c2ccccc2)NC(=O)N(CC(=O)NCCN2C(=O)S/C(=C\c3cccnc3)C2=O)C1=O` (stereo not given)?
PGC1a acetyl inh: 17; ERAP1 inh: 1; PAX8 inh HTS: -6; FN deposit inh: 7; S100A4 MyoIIA: -4; LGR2 inh: 16; PglD inh: -5; EWS-Fli block: 4

Results for CCn1nnnc1SCC(=O)c1cc(Cl)ccc1OC ?
ERAP1 inh: -2; PAX8 inh HTS: 31; FN deposit inh: 6; S100A4 MyoIIA: -1; LGR2 inh: 10; EWS-Fli block: -9

What do the screens show for `Nc1cc(Cl)nc(N/N=C/c2c(O)ccc3ccccc23)n1`?
ERAP1 inh: 1; PAX8 inh HTS: -17; FN deposit inh: 12; S100A4 MyoIIA: 2; LGR2 inh: -27; EWS-Fli block: -101

What do the screens show for `Cc1ccc(/C=C(/C#N)C(=O)NC(C)c2ccccc2)o1` (stereo not given)?
PGC1a acetyl inh: 1; ERAP1 inh: 2; PAX8 inh HTS: 26; FN deposit inh: -11; S100A4 MyoIIA: -5; LGR2 inh: 3; PglD inh: -3; EWS-Fli block: -6

Filtered by structure: the entries above containing a thiophene ring, fused or not
What do the screens show for `C[C@H]1CN([C@@H](C)CO)C(=O)c2cc(NC(=O)Nc3ccc(C(F)(F)F)cc3)ccc2O[C@@H]1CN(C)S(=O)(=O)c1cccs1`?
PGC1a acetyl inh: 0; FN deposit inh: 0; LGR2 inh: 11; EWS-Fli block: 3

Results for CCOc1ccc2nc(Cl)c(C3CC(c4ccccc4)=NN3C(=O)c3cccs3)cc2c1 (stereo not given) ?
ERAP1 inh: 1; PAX8 inh HTS: -8; FN deposit inh: 4; S100A4 MyoIIA: -6; LGR2 inh: 3; EWS-Fli block: -11

Results for O=C(NCCC1CCCCN1S(=O)(=O)c1cccs1)C(=O)Nc1ccc(F)cc1F (stereo not given) ?
PGC1a acetyl inh: -93; ERAP1 inh: -2; PAX8 inh HTS: 19; FN deposit inh: 4; S100A4 MyoIIA: -4; LGR2 inh: -1; PglD inh: 3; EWS-Fli block: 30

(more compounds)
Results for CCOC(=O)c1cnc(-n2nc(C)cc2C)nc1N(C)C ?
PGC1a acetyl inh: 13; PAX8 inh HTS: -93; FN deposit inh: -3; PglD inh: 4

Results for Cc1ccc(NC(=O)CN2CCN(CCN=CC3=C(O)CC(c4ccc(C)cc4)CC3=O)CC2)cc1 (stereo not given) ?
PGC1a acetyl inh: 3; ERAP1 inh: -4; PAX8 inh HTS: 8; FN deposit inh: -4; S100A4 MyoIIA: -5; LGR2 inh: 2; EWS-Fli block: -11

What do the screens show for `Cc1ccccc1Nc1nc(N)nc(CN2CCN(Cc3ccc4c(c3)OCO4)CC2)n1`?
PGC1a acetyl inh: 1; ERAP1 inh: -5; PAX8 inh HTS: 14; FN deposit inh: -5; S100A4 MyoIIA: 3; LGR2 inh: 12; EWS-Fli block: 0

How did O=C(NNC(=S)Nc1cccc(C(F)(F)F)c1)c1cccc(Cl)c1 do in these assays?
ERAP1 inh: 2; PAX8 inh HTS: -25; FN deposit inh: 0; S100A4 MyoIIA: 13; LGR2 inh: 10

How did Cc1ccc(S(=O)(=O)NNC(=O)c2ccncc2)cc1[N+](=O)[O-] do in these assays?
PGC1a acetyl inh: 5; ERAP1 inh: 4; PAX8 inh HTS: 9; FN deposit inh: -4; S100A4 MyoIIA: 17; LGR2 inh: 4; PglD inh: -1; EWS-Fli block: 5

How did C[C@H](CO)N1C[C@H](C)[C@H](CN(C)C(=O)c2ccncc2)Oc2ncc(C#C[C@@H](C)O)cc2C1=O do in these assays?
PGC1a acetyl inh: 7; ERAP1 inh: -4; PAX8 inh HTS: -13; S100A4 MyoIIA: 0; LGR2 inh: 5; EWS-Fli block: -17

Results for C/C(=N\NC(=O)c1ccncc1)c1cccc(NC(=O)c2ccc(Cl)s2)c1 ?
ERAP1 inh: -2; PAX8 inh HTS: -102; S100A4 MyoIIA: -5; LGR2 inh: -24; PglD inh: 5

Results for Cc1ccc(C(=O)NC(=S)N2CCN(C)CC2)cc1 ?
PGC1a acetyl inh: 8; FN deposit inh: -7; LGR2 inh: -18; PglD inh: 3

Results for CCCN(C)C[C@H]1Oc2ncc(Br)cc2C(=O)N([C@H](C)CO)C[C@H]1C ?
PGC1a acetyl inh: 0; ERAP1 inh: 0; FN deposit inh: -14; S100A4 MyoIIA: 1; LGR2 inh: 12; PglD inh: 5; EWS-Fli block: 2

How did O=c1ccn2c(n1)SC(c1ccccc1)C2 (stereo not given) do in these assays?
PGC1a acetyl inh: 1; ERAP1 inh: -1; PAX8 inh HTS: 4; FN deposit inh: -2; S100A4 MyoIIA: 1; LGR2 inh: -11; PglD inh: 7; EWS-Fli block: 0

Results for O=C(COC(=O)c1cccc(N2C(=O)C3CC=CCC3C2=O)c1)c1ccccc1 (stereo not given) ?
ERAP1 inh: -2; PAX8 inh HTS: -22; FN deposit inh: 0; S100A4 MyoIIA: -3; LGR2 inh: -16; PglD inh: 0; EWS-Fli block: 0

Results for CC(Nc1cc(N2CCN(S(=O)(=O)N(C)C)CC2)ccc1[N+](=O)[O-])c1ccccc1 (stereo not given) ?
PGC1a acetyl inh: 1; ERAP1 inh: -2; PAX8 inh HTS: 5; FN deposit inh: -6; S100A4 MyoIIA: 0; LGR2 inh: -1; EWS-Fli block: -12

How did CCC[C@@H](CN1CCC[C@H]1CN1C(N)=NC[C@H]1CC(C)C)N1C[C@@H]([C@H](C)CC)N(CCc2ccc(Cl)c(Cl)c2)C1=N do in these assays?
ERAP1 inh: 14; PAX8 inh HTS: 31; FN deposit inh: -7; S100A4 MyoIIA: 3; LGR2 inh: 8; PglD inh: 2; EWS-Fli block: -6

How did CCOC(=O)N1CCN(C(=O)c2cccc(N3C(=O)NC4CC3(C)Oc3ccccc34)c2)CC1 (stereo not given) do in these assays?
PGC1a acetyl inh: -4; ERAP1 inh: -2; PAX8 inh HTS: 7; FN deposit inh: -4; S100A4 MyoIIA: 3; LGR2 inh: 2; PglD inh: -1

How did O=C(O)/C(=C\c1ccccc1Cl)c1ccc(S(=O)(=O)N2CCCCC2)s1 do in these assays?
PGC1a acetyl inh: -2; ERAP1 inh: -7; PAX8 inh HTS: 14; FN deposit inh: -5; S100A4 MyoIIA: -5; LGR2 inh: 6; PglD inh: -2; EWS-Fli block: 15

How did Cc1ccc(C(c2nnnn2C2CCCC2)N2c3ccccc3CC2C)cc1 (stereo not given) do in these assays?
ERAP1 inh: -1; PAX8 inh HTS: 6; FN deposit inh: 12; S100A4 MyoIIA: -6; EWS-Fli block: 17

What do the screens show for `Cc1ccccc1NC1=CC(=O)CC(C)(C)C1`?
PGC1a acetyl inh: 6; FN deposit inh: -1; LGR2 inh: -27; PglD inh: -1

Structures shown so far containing a furan ring, fused or not (2):
What do the screens show for `COc1ccc(C(=O)NNC(=O)C(NC(=O)c2ccccc2NC(=O)c2ccco2)C(C)C)cc1` (stereo not given)?
ERAP1 inh: 5; PAX8 inh HTS: 13; FN deposit inh: 14; S100A4 MyoIIA: -10; LGR2 inh: 43; EWS-Fli block: -10

What do the screens show for `Cc1ccc(/C=C(/C#N)C(=O)NC(C)c2ccccc2)o1` (stereo not given)?
PGC1a acetyl inh: 1; ERAP1 inh: 2; PAX8 inh HTS: 26; FN deposit inh: -11; S100A4 MyoIIA: -5; LGR2 inh: 3; PglD inh: -3; EWS-Fli block: -6

Source: PubChem BioAssay
